Source: PubChem BioAssay
FEN1 inhibitor – inhibitors of human flap endonuclease 1; P39748; Recombinant FEN1 flap cleavage, fluorescence, 15 min; Potency, µM (top dose mostly 114 µM), for inactives: at the highest dose activity change, negative = inhibition, most hits filed as inhibitors; 390,000 tested, 0.35% active; AID 588795; further: nearly all actives have a fitted effect of over 65% in size
Target sequence (P39748 whole entry, looked up): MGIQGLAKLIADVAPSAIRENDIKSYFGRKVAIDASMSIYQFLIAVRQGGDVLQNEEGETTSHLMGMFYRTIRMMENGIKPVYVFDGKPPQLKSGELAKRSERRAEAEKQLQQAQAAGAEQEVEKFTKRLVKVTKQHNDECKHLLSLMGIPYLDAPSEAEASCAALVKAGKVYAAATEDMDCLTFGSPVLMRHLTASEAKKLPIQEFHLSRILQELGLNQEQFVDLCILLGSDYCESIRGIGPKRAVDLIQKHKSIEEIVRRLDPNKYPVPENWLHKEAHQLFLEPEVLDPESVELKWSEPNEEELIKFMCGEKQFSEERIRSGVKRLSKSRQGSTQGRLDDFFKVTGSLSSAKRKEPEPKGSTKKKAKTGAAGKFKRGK
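Potency values derive from four-parameter Hill fits of normalized qHTS data. The reaction used 10 nM FEN1 preincubated 15 min at room temperature with compound, then 50 nM DNA substrate, read at 0 and 15 min.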
N370S GC – inhibitors or activators of N370S glucocerebrosidase for Gaucher disease. 330,000 tested, 0.092% active. P04062. Potency, µM (doses to about 59.4 µM), for the others: top-dose activity change, negative = inhibition, hits mostly inhibitors. AID 2101. N370S GC spleen homogenate, 4MU-glucoside fluorescence;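 further: 0% = full enzyme activity and -100% = no enzyme basal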
TDP1 block – inhibitors of human tyrosyl-DNA phosphodiesterase TDP1 | recombinant TDP1, AlphaScreen DNA substrate cleavage | 350,000 tested, 0.28% active | Q9NUW8 | Potency, µM (highest dose often 130 µM), for the others: at the highest dose activity change, negative = inhibition, actives largely listed as inhibitors; further: nearly all actives have a fitted effect of over 40% in size
Target sequence (Q9NUW8 whole entry, looked up): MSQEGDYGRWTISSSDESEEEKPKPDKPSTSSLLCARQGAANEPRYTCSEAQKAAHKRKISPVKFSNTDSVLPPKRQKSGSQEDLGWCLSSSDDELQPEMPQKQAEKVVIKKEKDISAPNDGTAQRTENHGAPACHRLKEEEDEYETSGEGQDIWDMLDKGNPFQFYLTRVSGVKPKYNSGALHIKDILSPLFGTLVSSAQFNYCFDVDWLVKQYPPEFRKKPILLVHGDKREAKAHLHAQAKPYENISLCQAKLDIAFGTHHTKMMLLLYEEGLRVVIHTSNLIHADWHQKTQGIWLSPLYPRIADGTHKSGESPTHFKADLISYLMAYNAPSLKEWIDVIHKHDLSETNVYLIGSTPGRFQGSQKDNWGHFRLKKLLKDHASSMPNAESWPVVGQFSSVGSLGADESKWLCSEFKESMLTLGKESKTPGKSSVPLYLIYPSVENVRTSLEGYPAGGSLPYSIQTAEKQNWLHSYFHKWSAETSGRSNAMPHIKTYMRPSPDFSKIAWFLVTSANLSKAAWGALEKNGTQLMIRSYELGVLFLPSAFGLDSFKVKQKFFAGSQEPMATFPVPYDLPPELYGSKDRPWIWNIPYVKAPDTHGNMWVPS
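Here, a 5' biotin and 3' phosphotyrosine-FITC DNA oligonucleotide reports Tdp1 activity: intact substrate bridges AlphaScreen beads, while cleavage leaves a 3' phosphate and drops signal. All incubations at room temperature.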
The depositor's hits bear a star; ? = inconclusive; . = no result given; & = joins results of further samples; [ ] = remark or other dose. The call rests on the fitted dose curve; in most records, active means well fitted curve in the direction sought with a large enough effect; inconclusive means small, poorly fitted or top-dose-only effect, or another doubt; inactive means no such curve, though single readings can be large; an effect the other way counts as inactive or inconclusive. Unless noted, on the % scale 0 is the no-effect control and ±100 the full control effect; potency means the concentration at half of the fitted maximal effect.

SMILES | FEN1 inhibitor | N370S GC | TDP1 block
CCCCN(C(=O)c1oc2ccc(OCC)cc2c1C)c1c(N)n(CCCC)c(=O)[nH]c1=O | -2% | -4% | 0%[0.505 µM]
COc1ccccc1/C=C/C(=O)NCC(=O)N/N=C/c1ccc2c(c1)OCO2 | -23% | 4% | -5%
CCCNS(=O)(=O)c1ccc(OCC(=O)NCC2CCCO2)cc1 (stereo unspecified) | 0% | -2% | 8%
CN1CC(=O)NC1=NC(=O)C12CC3CC(CC(C3)C1)C2 | -9% | 22% | 0%
Cc1cccc(NC(=O)c2ccc(S(=O)(=O)N3CCCCC3)cc2)c1 | -10% | -5% | -2%
COC(=O)c1cc2c(C)nn(C)c2s1 | -1% | -3% | 0%
Cc1ccc(C(=O)NCc2ccc3c(c2)OCO3)cc1Cl | -2% | 22% | 0%
COc1ccc(Cl)cc1NC(=O)CCCS(=O)(=O)c1nc(-c2ccc(OC)c(OC)c2)cc(C(F)(F)F)n1 | -11% | . | 3%
O=C(c1cnn(-c2ccccc2)c1)c1ccccc1O | -18% | 2% | 3%
O=C(Nc1ccc(N2C(=O)C3C4C=CC(C4)C3C2=O)cc1)Nc1nnc(C(F)(F)F)s1 (stereo unspecified) | 15% | -11% | 5%
CN(C(=O)COC(=O)c1cc2c(s1)CCCCC2)c1ccccc1 | 0% | 1% | -6%[0.505 µM]
O=C(O)CCSc1nnc(-c2cccnc2)n1-c1ccccc1 | -7% | 17%[12.8 µM] | -2%
CN(C)S(=O)(=O)c1cccc(CSc2cccc[n+]2[O-])c1 | 1% | -23% | 3%
COc1ccc(Cl)cc1NC(=O)Cn1nnc2sc3c(c2c1=O)CCC(C(C)(C)C)C3 (stereo unspecified) | -9% | . | 2%
NS(=O)(=O)c1cccc(NC(=O)c2cccc(Oc3ccccc3)c2)c1 | ? | -9% | 11%[0.0935 µM]
O=C(O)c1ccc(CNC(=O)c2ccc(C(F)(F)F)cc2)cc1 | 5% | -4% | 0%
FC(F)(F)c1ccc(N2CCOCC2)c(Nc2nc3ccccc3n3cnnc23)c1 | -1% | 29% | 1%
Cc1ccc2nc(N3CCN(c4cccc(Cl)c4)CC3)c3nnnn3c2c1 | -7% | . | 3%
COc1ccc(OC)c(C(O)c2nc3ccccc3n2C(C)C)c1 (stereo unspecified) | -5% | 1% | 9%
Cc1noc(C)c1C(c1ccccc1)S(=O)(=O)c1ccccc1 (stereo unspecified) | 0% | 4% | -1%
C[C@H](NC(=O)N1CCc2nc(-c3ccccc3)c3c(c2C1)CO[C@@H](C)C3)c1ccccc1 | . | 9%[12.8 µM] | -6%[21 µM]
COc1cccc(-c2ccc3nnc(SCC(=O)N4CCCC4)n3n2)c1 | -1% | -3% | .
COc1ccc(C(C)NC(=S)NCc2ccc(F)cc2)cc1 (stereo unspecified) | -19% | -11% | -2%[56.1 µM]
CCOc1ccc(C(=O)c2cnc3ccccc3c2N2CCN(CC)CC2)cc1 | -9% | -24% | 6%
O=C(COC(=O)Cc1ccc(Br)cc1)NCc1cccs1 | -4% | . | -1%

2 compounds drawn at random from those above:
SMILES | FEN1 inhibitor | N370S GC | TDP1 block
Cc1ccc(C(=O)NCc2ccc3c(c2)OCO3)cc1Cl | -2% | 22% | 0%
Cc1ccc2nc(N3CCN(c4cccc(Cl)c4)CC3)c3nnnn3c2c1 | -7% | . | 3%

Further compounds
SMILES | FEN1 inhibitor | N370S GC | TDP1 block
COCCNC(=O)CSc1nc2scc(-c3ccccc3)c2c(=O)[nH]1 | -4% | 3% | 3%
COc1cccc(C2CC(=O)Nc3cc4c(cc32)OCO4)c1OC(C)C (stereo unspecified) | -2% | . | 0%
COC(=O)c1sc(NC(=O)COc2cccc3ccccc23)nc1C | -17% | 4% | 3%
Cc1ccc(S(=O)(=O)C2(C(=O)N3CCN(C4CCCCC4)CC3)CC2)cc1 | 10% | -11% | 2%
C=C(C)[C@H]1CC=C(C)/C(=N/NC(=O)CNc2ccccc2OC)C1 | -5% | 17% | -4%
COc1ccc(-n2cc(CNCCc3cscn3)c(-c3ccccc3Cl)n2)cc1 | -23% | -9% | 4%
O=C(/C=C/Nc1ccc(Nc2ccccc2)cc1)c1cccs1 | -9% | -10% | 8%
Cc1csc(=O)n1CCC(=O)OCC(=O)Nc1ncc(Cl)cc1Cl | 14% | 3% | .
Cc1ccc(S(=O)(=O)N2CCSC2C(=O)O)cc1 (stereo unspecified) | -14% | 1% | 3%
O=C(COc1ccc(Br)cc1CO)Nc1ccc(S(=O)(=O)N2CCCC2)cc1 | 2% | -3% | -3%
COc1ccc(OCCC(=O)NC2=NCCS2)cc1 | 6% | 2% | 4%
COc1cc(NC(=S)NC(=O)c2cc(C)cc(C)c2)ccc1NC(=O)c1cccs1 | -14% | -5% | 0%
Cc1cccc(Nc2nnc(SCC(=O)N(C)C3CCS(=O)(=O)C3)s2)c1C (stereo unspecified) | 3% | 1% | 5%
CCOc1ccc(NCc2cccn2-c2nnc(N3CCC(C(=O)NCc4cccc(OC)c4)CC3)s2)cc1 | -14% | . | 6%
Clc1ccc(/C=N/c2c(-c3ccco3)nc3ccccn23)cc1 | 3% | 3% | 3%
COc1ccc(NC(=O)CN(C)C(=O)c2ccc(N3CCOCC3)c([N+](=O)[O-])c2)cc1 | -10% | -20% | 0%
N#Cc1ccccc1/C=N/Nc1nc(-c2ccccc2)c2cc(Cl)ccc2n1 | 9% | 2% | 0%
O=S(=O)(c1ccc(OC(F)(F)F)cc1)N1CCC(c2nc3ccccc3s2)CC1 | -7% | . | 0%
CCN(CCN(C)C)C(=O)Cn1ncc2c1-c1cc(C)ccc1OC2 | 14% | 12% | 5%
C=CC[C@@H](Cc1ccc(F)cc1)C(=O)OC[C@@H]1CCCN1C(=O)[C@@H](CC=C)CC(=O)N[C@H](CO)Cc1ccccc1 | 2% | . | 1%
COCCNC(=O)CCC(=O)N1Cc2cccc(OC)c2Oc2ncccc21 | 20% | . | 3%
NS(=O)(=O)c1ccc(-c2c(-c3ccccc3)sc3ccccc23)cc1 | 3% | . | 1%
COc1ccc(OCc2cc(=O)c3ccc4c(c3o2)C=CC(C)(C)O4)cc1OC | -31% | . | 7%
Cc1c(Cc2ccccc2)sc(N)c1C(N)=O | . | -2% | 3%
CCOCC(=O)Nc1cc(Cl)c(OC)cc1OC | . | -2% | 5%

Six structures out of the list, sorted by molecular weight, rising:
SMILES | FEN1 inhibitor | N370S GC | TDP1 block
NS(=O)(=O)c1ccc(-c2c(-c3ccccc3)sc3ccccc23)cc1 | 3% | . | 1%
COCCNC(=O)CSc1nc2scc(-c3ccccc3)c2c(=O)[nH]1 | -4% | 3% | 3%
N#Cc1ccccc1/C=N/Nc1nc(-c2ccccc2)c2cc(Cl)ccc2n1 | 9% | 2% | 0%
COCCNC(=O)CCC(=O)N1Cc2cccc(OC)c2Oc2ncccc21 | 20% | . | 3%
Cc1ccc(S(=O)(=O)C2(C(=O)N3CCN(C4CCCCC4)CC3)CC2)cc1 | 10% | -11% | 2%
COc1ccc(-n2cc(CNCCc3cscn3)c(-c3ccccc3Cl)n2)cc1 | -23% | -9% | 4%

Three compounds out of the list above, ordered by their value in N370S GC, ascending.
smiles | N370S GC
O=C(COc1ccc(Br)cc1CO)Nc1ccc(S(=O)(=O)N2CCCC2)cc1 | -3%
Clc1ccc(/C=N/c2c(-c3ccco3)nc3ccccn23)cc1 | 3%
C=C(C)[C@H]1CC=C(C)/C(=N/NC(=O)CNc2ccccc2OC)C1 | 17%

The list continues:
SMILES | FEN1 inhibitor | N370S GC | TDP1 block
NC(=S)Cc1nc2n(n1)Cc1ccccc1-2 | 7% | 10% | 6%
COc1ccc(C=NOCC(=O)OCC(=O)Nc2ccc(OC)cc2)cc1 | -2% | . | -3%
COCCCN1C(=O)c2ccccc2C1C(=O)NC1CCCCCC1 (stereo unspecified) | 0% | -14% | 0%
Cc1ccc(S(=O)(=O)N2CCN(CC(=O)N/N=C/c3ccc(Br)s3)CC2)cc1 | -18% | -5% | 6%
COC(=O)CSc1nc2cc3c(cc2cc1C#N)OCO3 | 0% | -5% | -1%
CCOC(=O)c1sc2ncnc(NCc3ccco3)c2c1C | 11% | -1% | .
Cc1oc2ccc(OC(=O)COc3c(F)c(F)c(F)c(F)c3F)cc2c1C(=O)OC(C)C | 4% | 0% | 3%
CCS(=O)(=O)N1CCN(c2ccc([N+](=O)[O-])c(NCc3ccccc3)c2)CC1 | 2% | 15% | -2%
COc1ccc(CCN(C)C(=O)CN2C(=O)NC3(CCCc4ccccc43)C2=O)cc1OC (stereo unspecified) | 22% | 1% | .
COc1ccc(CNC(=O)Cc2c[nH]c3ccccc23)cc1OC | -7% | -3% | .
O=S1(=O)CCOCCCN1Cc1cccc(F)c1 | -17%&-2% | 0% | .
CC(OC(=O)CN1C(=O)NC2(CCCC2)C1=O)C(=O)Nc1cccc(Cl)c1Cl (stereo unspecified) | 1% | -3% | .
COc1ccc(NC(=O)c2cc3nc(-c4ccccc4)cc(-c4ccccc4)n3n2)c(OC)c1 | -4% | 4% | -5%
Cc1c(C(=O)N2CCOCC2)c(S(=O)(=O)Nc2ccc(OC(F)(F)F)cc2)c(C)n1C | -2% | -12% | 5%
COc1ccc(C2C(C(C)=O)=C(C)N=c3s/c(=C\c4cc(C)n(C)c4C)c(=O)n32)c(OC)c1 (stereo unspecified) | ? | -33% | 2%
COc1ccc(C(=O)N2CCN(CCNC(=O)C(=O)Nc3ccc(F)cc3)CC2)cc1OC | -12% | 2% | -7%
CCCn1c(N)nc2ccccc21 | -4% | 1% | 2%
Cc1cccc(S(=O)Cc2ccc(C(=O)NC3CCCCCC3)o2)c1 (stereo unspecified) | 1% | . | 3%
O=C(Cn1c(NCCO)nc2ccccc21)c1cccs1 | 0% | -2% | 3%
O=C1CC(N2CCCCCC2)C(=O)N1c1ccc(F)cc1 (stereo unspecified) | -2% | -5% | 7%
O=C(COC(=O)c1ccc(F)cc1F)Nc1ccc(Cl)cn1 | -8% | . | 0%
COc1ccccc1N(C)S(=O)(=O)c1ccc(C(=O)Nc2cccc(Br)c2)cc1 | -22% | . | 0%
O=C(O)c1cc(O)c2c(c1)[C@H]([C@H]1c3cc(C(=O)O)cc(O)c3C(=O)c3c(O[C@@H]4O[C@H](CO)[C@@H](O)[C@H](O)[C@H]4O)cccc31)c1cccc(OC3O[C@H](CO)[C@@H](O)[C@H](O)[C@H]3O)c1C2=O (stereo partly specified) | 1.3µM* | -23% | .
CC(C)n1c(=NC(=O)c2ccco2)c(C#N)cc2c(=O)n3ccccc3cc21 | -10% | ? | 7%
N#CC1(Nc2cccc(Br)c2)C(=O)Nc2ccccc21 (stereo unspecified) | -19% | 0% | -3%
Continued:
SMILES | FEN1 inhibitor | N370S GC | TDP1 block
O=C(NCCOCc1ccccc1)C(c1ccccc1)c1ccccc1 | -3% | 4% | -1%
Cc1noc(C)c1CSc1nnc(-c2cccnc2)n1C1CCCCC1C (stereo unspecified) | -8% | 14%[2.35 µM] | 0%
C[C@H](CCCC/C=C/C(=O)O)O[C@@H]1O[C@@H](C)[C@H](O)C[C@H]1O | 17% | . | 2%
COc1cccc(N=C2SC(C(=O)Nc3cccc(Cl)c3)CC(=O)N2C)c1 (stereo unspecified) | -21% | . | 1%[12.3 µM]
COc1ccc(N(C)S(=O)(=O)c2cccc(C(=O)Nc3ccc4c(c3)OCCO4)c2)cc1 | 2% | -1% | 3%
COc1ccc(OC)c(CCNC(=O)c2c(C)oc3ncn(C)c(=O)c23)c1 | 2% | . | -2%
Cc1ccc(OC(=O)c2cncc(Br)c2)c(C)c1 | 1% | 10% | .
Cc1cc(C)nc(N/N=C/c2ccccc2OCc2ccccc2)n1 | -13% | -6% | 5%
CS(=O)(=O)c1ccc2nc(NC(=O)c3ccc(S(=O)(=O)NCC4CCCO4)cc3)sc2c1 (stereo unspecified) | -9% | -2% | -1%
N#CCC(CNc1ncc(C(F)(F)F)cc1Cl)OC(=O)c1cccc(C(F)(F)F)c1 (stereo unspecified) | -13% | -1% | -3%
Cc1cc(SCC(=O)NCc2ccc(Cl)cc2)nc(=O)[nH]1 | 1% | . | 5%
CNCC(=O)Nc1ccc(OC(F)(F)F)cc1 | 4% | 5% | -1%
COc1ccc(-c2noc(-c3ccc(NCc4ccc(C)cc4)c([N+](=O)[O-])c3)n2)cc1OC | -1% | . | 6%
COc1ccc(OC)c(-c2ccccc2/C=N/NS(=O)(=O)c2ccc(C)cc2)c1 | . | -24%[12.8 µM] | 8%[21 µM]
CC(C)c1nnc(NC(=O)c2cc3cc(Br)ccc3oc2=O)s1 | -23% | 10% | .
O=C(Nc1cccc(S(=O)(=O)N2CCCCC2)c1)c1ccccc1NS(=O)(=O)c1ccc(F)cc1 | 1% | 20% | 3%
CC1CCN(C(=O)C2CCC(=O)N(Cc3ccc(Cl)cc3)C2)CC1 (stereo unspecified) | -4% | 0% | 1%
COc1cccc(OC)c1NC(=O)C1CCCN1C(=O)Nc1cccc(Cl)c1 (stereo unspecified) | -24% | -10% | 3%[0.0935 µM]
COC(=O)c1ccc(NC(=O)CSc2nc(C)cc(=O)[nH]2)cc1 | 5% | 3% | 3%
COc1ccccc1C(=O)OCC(=O)c1ccc(CNC(C)=O)s1 | 22% | . | 0%
Cc1ccc(SCC(=O)Nc2ccc(N3CCN(c4ccccc4)CC3)c(F)c2)cc1 | 6% | 9% | 2%
